Screening data as filed in PubChem BioAssay.
RGS8-Gao reg: RGS8-Galphao binding modulators, primary screen, biochemical, multiplexed bead flow cytometry | 220,000 compounds, 0.34% hits | Guanine nucleotide-binding protein G(o) subunit alpha (Homo sapiens), P09471 | actives lie on both sides | response (percent of control binding), % at 10 µM; in the data active = response below about 60% or above about 140%; inactive = in between;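 also: Galphao activated as the GDP aluminium fluoride complex binding bead-coupled RGS8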
Bcl-XL Bim block: inhibitors of Bim-Bcl-XL binding, primary screen, biochemical, multiplexed, bead flow cytometry, human Bcl-XL. Bcl-2-like protein 1 (Homo sapiens), Q07817. inhibition, % at 10 µM. Bim peptide-Bcl-XL binding, fluorescence. 190,000 compounds, 0.04% hits
Bfl-1 Bim block: inhibitors of Bim binding to Bfl-1, primary screen, biochemical, multiplexed, bead-based flow cytometry. 190,000 compounds, 0.12% hits. Bim-Bfl-1 binding inhibition. inhibition, % at 10 µM;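 also: 0% = wells without compound plus tracer and 100% = blocker peptide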
GSH fluor: compound fluorescence on glutathione beads, profiling panel, artefact control, biophysical, 488/530 nm, flow cytometry; GSH beads flow cytometry, compound fluorescence 488/530 nm; hits give high values; fluorescence (KMESF) at 10 µM; 190,000 compounds, 0.25% hits; AID 1776, 2009; in the data active = fluorescence above about 89;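 also: glutathione beads carrying GST-tagged Bcl family fusion proteins plus one bare bead set; values are compound well signal with DMSO vehicle wells as background; inactives centre near 16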
RGS4-Gao reg: modulators of RGS4 binding to Galphao, primary screen, biochemical, multiplexed bead flow cytometry. AID 1415, 2008. actives lie on both sides. 220,000 compounds, 0.33% hits. binding response (% of control), % at 10 µM; in the data active = binding response below about 49% or above about 150%; inactive = in between;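 also: fluorescent Galphao activated with aluminum fluoride binding bead-coupled RGS4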
ABCB1 block: ABCB1 efflux pump inhibitors, primary screen, cell-based, multiplex, flow cytometry, ABCG2 counter-screen; CCRF-Adr cells, JC-1 efflux; inhibition, % at 6.6 µM; 190,000 compounds, 0.067% hits; in the data active = inhibition above about 40%;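 also: 0% = vehicle and 100% = reference inhibitor; higher value means more JC-1 retained so stronger ABCB1 efflux block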
Target sequence (P08183 whole entry, looked up): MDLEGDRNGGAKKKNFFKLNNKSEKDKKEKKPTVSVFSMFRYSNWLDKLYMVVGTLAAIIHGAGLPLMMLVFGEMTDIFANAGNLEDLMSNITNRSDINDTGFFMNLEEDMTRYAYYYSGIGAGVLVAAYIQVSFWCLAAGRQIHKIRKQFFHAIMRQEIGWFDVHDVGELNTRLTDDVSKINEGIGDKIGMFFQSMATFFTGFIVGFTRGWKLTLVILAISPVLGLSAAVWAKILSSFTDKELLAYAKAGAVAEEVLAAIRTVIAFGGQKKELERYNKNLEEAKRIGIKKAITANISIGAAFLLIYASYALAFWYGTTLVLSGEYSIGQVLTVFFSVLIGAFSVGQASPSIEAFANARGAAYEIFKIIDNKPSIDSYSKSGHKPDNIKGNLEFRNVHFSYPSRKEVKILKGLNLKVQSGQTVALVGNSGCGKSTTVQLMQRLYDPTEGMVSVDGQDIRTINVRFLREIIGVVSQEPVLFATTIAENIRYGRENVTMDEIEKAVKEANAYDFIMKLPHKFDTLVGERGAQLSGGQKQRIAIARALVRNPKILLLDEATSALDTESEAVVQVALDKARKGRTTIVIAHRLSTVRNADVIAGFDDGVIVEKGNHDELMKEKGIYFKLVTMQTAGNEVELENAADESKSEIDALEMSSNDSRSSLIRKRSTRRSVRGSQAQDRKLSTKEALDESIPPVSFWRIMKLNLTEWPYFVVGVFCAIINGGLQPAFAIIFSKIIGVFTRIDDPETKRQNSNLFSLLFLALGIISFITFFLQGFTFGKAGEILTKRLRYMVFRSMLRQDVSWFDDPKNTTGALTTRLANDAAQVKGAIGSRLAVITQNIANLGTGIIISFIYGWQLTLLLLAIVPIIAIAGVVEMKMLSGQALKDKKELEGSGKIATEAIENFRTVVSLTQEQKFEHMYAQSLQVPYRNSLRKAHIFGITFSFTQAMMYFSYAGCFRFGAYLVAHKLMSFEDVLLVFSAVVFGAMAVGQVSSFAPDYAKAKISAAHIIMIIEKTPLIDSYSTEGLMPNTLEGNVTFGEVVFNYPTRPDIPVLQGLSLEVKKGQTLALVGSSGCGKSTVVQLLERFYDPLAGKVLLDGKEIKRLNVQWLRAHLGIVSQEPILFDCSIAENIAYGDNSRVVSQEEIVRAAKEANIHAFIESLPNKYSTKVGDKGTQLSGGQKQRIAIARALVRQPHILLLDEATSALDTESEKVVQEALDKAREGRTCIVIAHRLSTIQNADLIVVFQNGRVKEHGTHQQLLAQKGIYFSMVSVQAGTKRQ
Bcl-2 Bim block: inhibitors of Bim-Bcl-2 binding, primary screen, biochemical, multiplexed, human Bcl-2 family; Apoptosis regulator Bcl-2 (Homo sapiens), P10415; 190,000 compounds, 0.06% hits; AID 950, 2007; Bead-based flow cytometry, Bim peptide-Bcl-2 binding; inhibition, % at 10 µM; in the data active = inhibition above about 40%; inconclusive = no clear call, values can overlap the other calls;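 also: 0% = no compound wells with probe peptide and 100% = reference peptide inhibitor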
ABCG2 inh: ABCG2 efflux pump inhibitors, primary screen, multiplex with ABCB1, IgMXP3 cells, flow cytometry; 190,000 compounds, 0.1% hits; inhibition, % at 6.6 µM; AID 1325, 2008; JC-1 efflux;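 active = inhibition above 80%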;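 also: 0% = DMSO and 100% = nicardipine control wells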
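Test system: IgMXP3 cells (ABCG2) mixed with DDAO far-red-labelled CCRF-Adr cells (ABCB1). Reagent: JC-1 transporter substrate. Compound dosing: single test compound dose, 6.6 µM final. Times: 10 min compound exposure, 25 °C. Detection: flow cytometry of retained JC-1 fluorescence. Read-out basis: efflux inhibition in percent versus controls. Controls: nicardipine and DMSO wells.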
RGS7-Gao reg: RGS7-Galphao binding modulators, primary screen, biochemical, multiplexed bead flow cytometry; binding response (% of control), % at 10 µM; 220,000 compounds, 0.35% hits; actives lie on both sides; AID 1439, 2008; in the data active = binding response below about 49% or above about 150%; inconclusive = no clear call, values can overlap the other calls; inactive = in between;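 also: fluorescent Galphao held in activated GDP-AlF4 state binding bead-coupled RGS7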
Bim-Bcl-W: inhibitors of Bim binding to Bcl-W, primary screen, biochemical, multiplexed, bead-based flow cytometry | Bcl-2-like protein 2 (Homo sapiens), Q92843 | Bim peptide-Bcl-W binding | inhibition, % at 10 µM | 190,000 compounds, 0.02% hits;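 also: 0% = bound tracer without compound and 100% = peptide blocker; higher means less fluorescent Bim peptide bound to Bcl-W beads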
Bim-Bcl-B: inhibitors of Bim-Bcl-B binding, primary screen, biochemical, multiplexed, human Bcl-2 family. inhibition, % at 10 µM. Bcl-2-like protein 10 (Homo sapiens), Q9HD36. 190,000 compounds, 0.073% hits. bead-based flow cytometry, Bim peptide-Bcl-B binding;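 also: 0% = tracer peptide without compound and 100% = reference inhibitor peptide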
* marks the source's active call; other numbers are inactive results; ? = inconclusive; . = not tested or not shown. Rule as the data show it, unless noted: active = inhibition above about 40%. Compounds as they come, and some 1.1% of all compounds hit somewhere here.

SMILES | RGS8-Gao reg | Bcl-XL Bim block | Bfl-1 Bim block | GSH fluor | RGS4-Gao reg | ABCB1 block | Bcl-2 Bim block | ABCG2 inh | RGS7-Gao reg | Bim-Bcl-W | Bim-Bcl-B
O=C(Nc1ccc2c(c1)OCO2)Nc1cnccn1 | 91 | -1 | 3 | 25 | 98 | -0.1 | 0 | 5 | 100 | 1 | 2
Cn1cc(SCC(=O)N2CCOCC2)c2ccccc21 | 100 | -1 | -9 | 27 | 99 | 0.0 | -7 | 0 | 101 | 0 | -8
CCc1cccc(CC)c1NC(=O)COC(=O)Cc1ccsc1 | 100 | -4 | -7 | 11 | 101 | 0.2 | -3 | 1 | 105 | -2 | -6
O=C(COc1cc(Cl)ccc1Cl)Nc1ccc2c(c1)CCC2 | 102 | -3 | 1 | 8 | 101 | 0.5 | -1 | 3 | 100 | 1 | 0
O=C1c2ccccc2C(=O)C1Cc1cccc2ccccc12 | 108 | -6 | -7 | 47 | 102 | -0.2 | -9 | -1 | 102 | 4 | -11
COc1ccc(Cl)cc1NC(=O)CN(C)C(=O)COc1ccccc1F | 100 | -2 | 5 | 13 | 99 | -0.1 | 3 | 16 | 103 | 0 | 3
CCC(=O)Nc1cccc(-n2nnnc2SCC(=O)NCc2ccco2)c1 | 94 | -4 | -1 | 10 | 92 | 0.1 | -1 | 2 | 88 | 2 | 0
O=S(=O)([N-]c1nc2ccccc2nc1-[n+]1ccc(-c2ccncc2)cc1)c1ccccc1 | 107 | 0 | -2 | 28 | 104 | 0.5 | -1 | 2 | 106 | 0 | -2
Cc1ccc(NC(=O)C2CCCN(S(=O)(=O)c3cnc[nH]3)C2)cc1C (stereo not given) | 102 | -4 | -7 | 24 | 101 | -0.3 | -2 | 0 | 103 | 0 | -6
COCCn1c(C)cc(C2=NNC(=NC(C)(C)C)SC2)c1C | 99 | 1 | 4 | 10 | 101 | 0.4 | 4 | 1 | ? | 2 | 0
Cc1cc(C)n2nc(C(=O)N/N=C/c3cccs3)nc2n1 | 100 | 0 | -4 | 26 | 94 | 0.3 | 1 | 3 | 98 | 0 | -2
CCCc1nc(SCC(=O)Nc2cc(C)on2)c2c(=O)n(C)c(=O)n(C)c2n1 | 101 | -6 | -11 | 20 | 104 | 1.4 | -6 | 3 | 112 | -1 | -8
CN(C)c1ccc(/C=C(\C#N)C(=O)NCc2ccco2)cc1 | 104 | -1 | 0 | 3 | 97 | -0.1 | 0 | 2 | 104 | 1 | -4
Cc1ccc(NC(NC(=O)c2ccccc2[N+](=O)[O-])C(Cl)(Cl)Cl)cc1 (stereo not given) | 105 | -3 | -10 | 18 | 100 | 1.0 | -4 | 11 | 105 | 1 | -3
CCOC(=O)C1=NOC(CNC(=O)C2=NOC(CNC(=O)c3c(-c4ccccc4Cl)noc3C)C2)C1 (stereo not given) | 97 | 3 | -11 | 59 | 96 | 0.6 | -2 | 2 | 95 | 3 | -4
CN1CCN(C(=O)C2CC(c3ccc(F)cc3)=NO2)CC1 (stereo not given) | 101 | 2 | -10 | 21 | 104 | 0.1 | -3 | 1 | 95 | 0 | -4
Cc1ccc(CS(=O)(=O)c2nsc(C)c2C#N)cc1 | 99 | 0 | -4 | 10 | 95 | 0.0 | 0 | 0 | 93 | -1 | 0
Cc1cc2nc(N3C(=O)CNC3=S)sc2cc1C | 100 | 0 | -6 | 26 | 100 | -0.3 | 2 | 0 | 101 | 0 | 0
O=C(CN1CCN(c2ccccc2)CC1)c1ccc2cc[nH]c2c1 | 100 | -3 | -9 | 24 | 99 | 0.7 | -8 | 2 | 97 | -1 | -5
Cc1nnc(SCC(=O)NCc2ccco2)[nH]c1=O | 101 | -12 | 0 | 43 | 100 | 0.1 | 1 | 0 | 100 | -1 | 2
Nn1c(SCc2ccc(Br)cc2)nnc1-c1ccccn1 | 97 | -3 | -9 | 15 | 99 | 0.1 | -3 | 3 | ? | -4 | -9
Cn1c(=O)oc2cc(S(=O)(=O)NCCN3CCN(c4ccccc4)CC3)ccc21 | 100 | -5 | -10 | 24 | 100 | 0.7 | -6 | 0 | 98 | 0 | -8
CCOc1ccc(-c2nnn(CC(=O)NCc3ccccc3)n2)cc1 | 106 | 0 | 2 | 11 | 104 | 0.2 | 3 | 2 | 103 | 3 | 0
COc1ccc(Cl)cc1NC(=O)C(C)N1CCc2ccccc21 (stereo not given) | 97 | 0 | -5 | 10 | 100 | 0.4 | -2 | 5 | 100 | -1 | -5
Cc1cc(NC(=O)COC(=O)C(Cc2ccccc2)NC(=O)c2ccco2)no1 (stereo not given) | 101 | 6 | -3 | 43 | 104 | 0.5 | -2 | 2 | 109 | -2 | -2

The results go on.
SMILES | RGS8-Gao reg | Bcl-XL Bim block | Bfl-1 Bim block | GSH fluor | RGS4-Gao reg | ABCB1 block | Bcl-2 Bim block | ABCG2 inh | RGS7-Gao reg | Bim-Bcl-W | Bim-Bcl-B
CCN(CC)C(=O)c1sc(N)c(C#N)c1C | 90 | -5 | -1 | 38 | 86 | -0.2 | -6 | 0 | 91 | 2 | -19
COc1ccc2oc(-c3ccccc3)c(C(=O)N3CCOCC3)c2c1 | 99 | 14 | 60* | 9 | 99 | 0.1 | 80* | 0 | 97 | 8 | 81*
O=C(Cn1cc2c(n1)CCCC2)NCc1cccs1 | 102 | -1 | -9 | 20 | 100 | -2.6 | -7 | -4 | 105 | 1 | -3
COc1cccc(NC(=O)NCc2cccn2C)c1 | 101 | . | . | 32 | 99 | -0.4 | ? | 8 | 100 | . | .
Fc1ccc(NC2=NCCCCC2)cc1 | 78 | -2 | -5 | 11 | 96 | 1.6 | -3 | 14 | 89 | 0 | -2
CC1=CC2=NC(=O)CC(C)(C(=O)N(CC(=O)NC3CCCC3)c3cc(C)cc(C)c3)N2C=C1 (stereo not given) | 100 | 0 | -5 | 11 | 103 | 0.7 | -1 | 2 | ? | 0 | -3
O=C(CSc1nnc(-c2ccncc2)n1Cc1ccco1)c1ccc(Cl)cc1 | 102 | -4 | -9 | 12 | 100 | 0.7 | -7 | 3 | 102 | 0 | -6
O=C(CSCc1c(Cl)cccc1Cl)NCC1CCCO1 (stereo not given) | 101 | -4 | -2 | 13 | 98 | 0.1 | -8 | 0 | 98 | -1 | -2
CC(=O)Nc1ccc(NC(=O)CN(C)CCC#N)cc1 | 105 | -1 | -1 | 7 | 106 | 0.7 | 2 | 1 | 107 | 0 | -2
O=C(Cc1ccsc1)N1CCc2c([nH]c3ccccc23)C1c1ccccn1 (stereo not given) | 102 | -1 | -6 | 11 | 99 | 1.2 | -3 | 11 | 101 | -1 | -4
COc1ccc2nc(N/C(N)=N/C(=S)Nc3cccc(C)c3)nc(C)c2c1 | . | -12 | -9 | 17 | . | -0.8 | -13 | -1 | . | -5 | -6
COc1ccccc1NC(=O)COc1ccc(CO)cc1Cl | 127 | -5 | -14 | 29 | 121 | 0.6 | -11 | 33 | 122 | 0 | -8
c1ccc(-c2nc(N3CCCC3)nc3ccccc23)cc1 | 98 | 0 | 0 | 9 | 100 | 0.5 | -4 | 28 | 103 | 1 | -6
C=CCNC(=O)c1ccc(C2SCC(=O)N2Cc2ccco2)cc1 (stereo not given) | 96 | -9 | -6 | 19 | 94 | 2.6 | -2 | 12 | 92 | -3 | -9
CCOP(=O)(/C(C#N)=C(\C)O)c1ccccc1 (stereo not given) | 100 | 0 | -6 | 15 | 99 | -2.3 | -2 | 0 | 100 | 0 | -2
O=C(CCn1ccc([N+](=O)[O-])n1)NC1CCCCCC1 | 100 | -4 | -6 | 18 | 99 | 1.1 | -1 | 5 | 97 | -4 | -10
COc1ccccc1CN(CC(=O)NCc1ccco1)C(=O)CNS(=O)(=O)c1ccccc1 | 97 | -8 | -10 | 15 | 100 | 0.2 | -6 | 1 | 100 | -3 | -7
Cc1ccc(C2C(C#N)=C(N)Oc3cc4c(cc32)OCO4)cc1 (stereo not given) | 98 | -7 | -9 | 25 | 94 | 0.5 | -9 | 4 | 94 | 0 | -8
c1ccc(C2=NNC(=NCc3ccc4c(c3)OCO4)SC2)cc1 | 101 | -8 | -7 | 14 | 99 | -1.0 | -6 | 1 | 101 | -2 | -14
C[C@@H](C(=O)O)[C@H]1C[C@]1(C)[C@H](NC(=O)OCc1ccccc1)c1ccccc1 | 106 | -4 | 0 | 18 | 104 | -0.2 | -5 | 2 | 100 | 0 | -2
CCCCN(C)Cc1c(C)[nH]c2c(Cl)cccc2c1=O | 107 | -5 | -7 | 30 | 101 | 0.8 | -1 | 22 | 103 | -2 | 1
OC(c1ccc(Cl)cc1)c1nnc(-c2ccccc2)o1 (stereo not given) | 100 | -4 | -3 | 18 | 102 | 0.2 | -2 | 0 | 103 | -5 | 0
CCOCC(=O)Nc1nc(C)cc(C)n1 | 102 | -5 | 0 | 9 | 96 | 0.1 | -2 | 1 | 91 | -3 | -3
CC1CCCN(S(=O)(=O)c2ccc(NC(=O)CCN3C(=O)c4ccccc4C3=O)cc2)C1 (stereo not given) | 100 | -1 | 0 | 15 | 100 | 0.5 | -3 | 3 | 100 | 0 | -3
O=C(Nc1cccc(OC(=O)c2ccco2)c1)c1ccco1 | 97 | -3 | -4 | 5 | 97 | 0.5 | -4 | 2 | 102 | 1 | 0
Cc1ccc2nc(NCCCN3CCOCC3)c(C=NCCCN3CCOCC3)c(=O)n2c1 | 106 | 2 | 4 | 10 | 103 | 0.2 | 4 | 3 | 105 | 0 | 2
COc1ccc(-c2nnc(N(C)C(=O)c3cccnc3)s2)cc1 | 100 | -2 | -9 | 4 | 102 | 0.0 | -5 | 0 | 102 | 0 | -7

In the list so far, two contain a nitro group on carbon.
SMILES | RGS8-Gao reg | Bcl-XL Bim block | Bfl-1 Bim block | GSH fluor | RGS4-Gao reg | ABCB1 block | Bcl-2 Bim block | ABCG2 inh | RGS7-Gao reg | Bim-Bcl-W | Bim-Bcl-B
Cc1ccc(NC(NC(=O)c2ccccc2[N+](=O)[O-])C(Cl)(Cl)Cl)cc1 (stereo not given) | 105 | -3 | -10 | 18 | 100 | 1.0 | -4 | 11 | 105 | 1 | -3
O=C(CCn1ccc([N+](=O)[O-])n1)NC1CCCCCC1 | 100 | -4 | -6 | 18 | 99 | 1.1 | -1 | 5 | 97 | -4 | -10
